# All columns: NCI-60 one-dose screen, growth in % after 48 h at 10 µM unless noted; 100 = growth as untreated, 0 = no growth, -100 = all killed.
# SK-MEL-2: SK-MEL-2 melanoma; 77,000 compounds, 4.7% hits
# BT-549: BT-549 breast cancer | 78,000 compounds, 4.4% hits
# T-47D: T-47D breast cancer | 79,000 compounds, 5% hits | AID 1794792
# MDA-MB-231: MDA-MB-231 breast cancer; 81,000 compounds, 5% hits; AID 1794789
# LOX IMVI: LOX IMVI melanoma; 79,000 compounds, 7.4% hits; AID 1794757
# MALME-3M: MALME-3M melanoma | 78,000 compounds, 5.8% hits | AID 1794766
# HS 578T: HS 578T breast cancer; 78,000 compounds, 4.1% hits; AID 1794788
# MCF7: MCF7 breast cancer | 82,000 compounds, 6.3% hits | AID 1794796
# Active calls of the source: *; x = no result given; & = joins results of further samples. How the source made its calls: active means growth percent below 10; inactive means the rest.
SMILES,SK-MEL-2,BT-549,T-47D,MDA-MB-231,LOX IMVI,MALME-3M,HS 578T,MCF7
O=C(Cc1ccccc1)Nc1nc(O)c(/C=C2\C(=O)C=Cc3ccccc32)s1,110,99,90,98,98,106,98,101
O=C(/C=C/c1ccco1)c1ccc(Nc2ccnc3cc(Cl)ccc23)cc1,87,89,84,70,77,110,114,56
Cc1ccc(NCC(=O)Nn2c(COc3ccccc3)nc3ccccc3c2=O)cc1,87,98,83,62,92,81,66,82
Fc1cnccc1-c1nc2ccc3[nH]ncc3c2c2c1CCCC2,-1.9*,16,x,51,23,44,11,35
CC(=O)c1sc(/N=C2\NC(=O)/C(=C/c3ccc(F)cc3)S2)nc1C,105,94,91,99,93,89,126,90
COc1cc(C(=O)NC(N)=O)cc(OC)c1OC,90,99,78,110,96,92,112,87
CC(C)[C@@H]1CC[C@@H](C)C[C@H]1OC(=O)c1ccccc1,x,x,110,106,102,102,108,89
COC(=O)[C@@H]1CCCN1C(=O)C1=C(C)NC(=S)NC1c1cc(OC)c2c(c1)OCO2 (stereo partly specified),101,107,88,100,93,104,115,90
O=C(Nc1nncs1)c1cccs1,108,102,91,99,95,88,89,95
CC1(C)CC(=O)C2=C(C1)OC(C(=O)c1ccc(N=[N+]=[N-])cc1)C2c1ccco1 (stereo unspecified),108,100,100,104,105,107,107,94
Nc1cc(Nc2ccc(CCO)cc2)nc(N)n1,102,100,86,113,98,104,104,86
CS(=O)(=O)NCCSc1nc(-c2ccc(F)cc2)c(C#N)c(=O)[nH]1,98,112,88,95,93,90,95,97
O=C(O)Cn1ccc2ccccc21,x,x,135,89,92,97,108,96
CCOC(=O)NC(N)=O,126&99,110&96,107&104,102&118,95&98,93,107&102,107&103
O=C1CNc2cc(Cl)ccc2N1,x,98,100,98,101,104,97,102

# Limited to BT-549, HS 578T and LOX IMVI, for some of the entries so far:
smiles | BT-549 | HS 578T | LOX IMVI
CCOC(=O)NC(N)=O | 110&96 | 107&102 | 95&98
Nc1cc(Nc2ccc(CCO)cc2)nc(N)n1 | 100 | 104 | 98
COc1cc(C(=O)NC(N)=O)cc(OC)c1OC | 99 | 112 | 96
O=C(Cc1ccccc1)Nc1nc(O)c(/C=C2\C(=O)C=Cc3ccccc32)s1 | 99 | 98 | 98
O=C(Nc1nncs1)c1cccs1 | 102 | 89 | 95
Fc1cnccc1-c1nc2ccc3[nH]ncc3c2c2c1CCCC2 | 16 | 11 | 23

# Next results:
SMILES,SK-MEL-2,BT-549,T-47D,MDA-MB-231,LOX IMVI,MALME-3M,HS 578T,MCF7
N#CSC1=C(SC#N)C(=O)c2ccccc2C1=O,86,94,91,94,53,56,37,71
CC(O)C1CC1 (stereo unspecified),112,108,107,107,98,116,97,99
COc1ccc(Cn2cc(C(=O)N=Nc3c(O)[nH]c4ccc(F)cc34)nn2)cc1,109,116,86,106,102,104,111,90
CC(C)Cn1cnc2c(SCc3ccccc3)nc(N)nc21,99,99,74,90,98,x,117,101
CCc1nc(C)cn1C(=O)OCc1nc2nc(Cl)nc(N3CCOCC3)c2[nH]1,-91*,-19*,-48*,-43*,-81*,-68*,-6.6*,-22*
CCCN(c1ccc(OC)cc1)c1nc(-c2ccc(Br)cc2)cs1,103,112,86,100,106,100,100,x
O=C(CSc1ccc(-c2ccc(Br)cc2)nn1)Nc1ccccc1,105,109,83,100,83,108,98,91
COC(=O)C1C2CC(C(Br)C2Br)C1C(=O)O (stereo unspecified),107,106,102&108,101&107,106&101,107&106,111&113,99&101
S=c1[nH]c2cc(Cl)ccc2s1,100,100,90,100,98,102,x,95
COc1cccc2c1C(=O)c1c(O)c3c(c(O)c1C2=O)C[C@@](O)(C(=O)COC(=O)c1ccccc1)C[C@@H]3OC1CC(N)C(O)C(C)O1 (stereo partly specified),-92*,-77*,-72*,-82*,-87*,-88*,-42*,-66*
COc1ccc(Cc2cc(-c3ccccc3)nn(CC(=O)c3ccccc3)c2=O)cc1,88,91,77,89,97,89,94,88
CCCCCCCCCCCCCC,x,112,101,x,95,113,106,91
CCCCCCNC(=O)CCC,104,99,98,105,98,102,106,98
Nc1nnc(CCS(=O)(=O)c2ccc(Cl)cc2)s1,103,x,112,106,89,98,91,101
O=c1c2c3c(sc2n2c(=O)[nH]nc2n1Cc1ccccc1)CCCC3,100,92,84,102,98,120,113,99

# Complete entries as entered above:
# N#CSC1=C(SC#N)C(=O)c2ccccc2C1=O in the list: SK-MEL-2 = 86; BT-549 = 94; T-47D = 91; MDA-MB-231 = 94; LOX IMVI = 53; MALME-3M = 56; HS 578T = 37; MCF7 = 71
# COC(=O)C1C2CC(C(Br)C2Br)C1C(=O)O (stereo unspecified) in the list: SK-MEL-2 = 107; BT-549 = 106; T-47D = 102&108; MDA-MB-231 = 101&107; LOX IMVI = 106&101; MALME-3M = 107&106; HS 578T = 111&113; MCF7 = 99&101
# CCCN(c1ccc(OC)cc1)c1nc(-c2ccc(Br)cc2)cs1 in the list: SK-MEL-2 = 103; BT-549 = 112; T-47D = 86; MDA-MB-231 = 100; LOX IMVI = 106; MALME-3M = 100; HS 578T = 100; MCF7 = x

# For reference, some entries already given.
SMILES,SK-MEL-2,BT-549,T-47D,MDA-MB-231,LOX IMVI,MALME-3M,HS 578T,MCF7
COc1ccc(Cc2cc(-c3ccccc3)nn(CC(=O)c3ccccc3)c2=O)cc1,88,91,77,89,97,89,94,88
CCCCCCCCCCCCCC,x,112,101,x,95,113,106,91
CCCCCCNC(=O)CCC,104,99,98,105,98,102,106,98
Nc1nnc(CCS(=O)(=O)c2ccc(Cl)cc2)s1,103,x,112,106,89,98,91,101
O=c1c2c3c(sc2n2c(=O)[nH]nc2n1Cc1ccccc1)CCCC3,100,92,84,102,98,120,113,99

# Other compounds follow:
SMILES,SK-MEL-2,BT-549,T-47D,MDA-MB-231,LOX IMVI,MALME-3M,HS 578T,MCF7
COc1cc2c(cc1[N+](=O)[O-])-c1ccc([N+](=O)[O-])cc1C2,122,93,80,95,91,133,119,59
COc1nc2ccc(C)cc2cc1-c1nc2c(cnn2-c2ccc(Br)cc2)c(=O)[nH]1,48,91,58,76,34,73,34,22
O=C(NNc1ccc([N+](=O)[O-])cn1)OCCOCCOC(=O)NNc1ccc([N+](=O)[O-])cn1,100,103,97,64,70,106,131,94
NC1=C(O)C(=O)C(c2c(Cl)cccc2Cl)O1 (stereo unspecified),96,105,86,78,84,82,102,89
N#Cc1ccccc1-c1ccc(CN2C(=O)Cc3cc(CCn4cnnc4)c(Cl)cc32)cc1,101,90,93,88,82,92,89,80
CC(=O)O[C@H]1[C@H](CC#CC#CC[C@@H]2C[C@]3(C)[C@H]4CC=C5[C@H]6[C@@H](C)[C@H](C)CC[C@]6(C(=O)NCCN(CCN)CCN)CC[C@@]5(C)[C@]4(C)CC[C@H]3C(C)(C)[C@H]2OC(C)=O)C[C@]2(C)[C@H]3CC=C4[C@H]5[C@@H](C)[C@H](C)CC[C@]5(C(=O)NCCN(CCN)CCN)CC[C@@]4(C)[C@]3(C)CC[C@H]2C1(C)C,67,100,x,60,51,68,71,-0.1*
Cc1cccc(C)c1NC(=O)Nc1ccccc1,29,116,109,97,70,98,128,53
CN(C(=O)CN1C(=O)/C(=C/c2ccco2)SC1=S)C1CCS(=O)(=O)C1 (stereo unspecified),99,91,76,108,92,97,111,91
COc1cccc(CNc2ccnc3[nH]c4ccc(C#N)cc4c23)c1,105,96,103,98,94,140,112,75
O=C(Cn1nnc2ccccc21)Nc1ccc(-c2nc3ccccc3s2)cc1,101,86,67,95,84,97,112,29
Cc1ccncc1CNC(=O)c1ccccc1,104,109,112,101,102,x,114,97
N#Cc1ccc(C(=O)C2C(C#N)C(C#N)C3c4ccccc4C=CN23)cc1 (stereo unspecified),93,53,86,68,80,73,50,73
CC1(C)CC[C@]2(C(=O)N3CCOCC3)CC[C@]3(C)C(=CC[C@@H]4[C@@]5(C)C/C(=C/c6ccco6)C(=O)C(C)(C)[C@@H]5CC[C@]43C)[C@@H]2C1,103,97,76,85,64,97,83,64
CC(=O)CC(=O)NCCN1CCN=C1C,110,102,92,112,101,111,115,95
Cn1cc(-c2nn3cc(-c4ccc([N+](=O)[O-])cc4)nc3s2)c2cc(Br)ccc21,97,92,69,74,90,71,71,76
CCOC(=O)CCCc1cccc2ccccc12,100,89,108,120,99,109,113,97
COc1ccc(C(=O)Nc2ccc(-c3cc(=O)c4c(O)c(OC)c(OC)cc4o3)cc2)cc1,110,92,95,111,102,101,116,105
COc1cc(OC)cc(C2=C3CC[C@@H]4[C@H](CC[C@]5(C)C(=O)CC[C@@H]45)C3=CC3C(O)c4cccnc4N4C(=O)COC234)c1 (stereo partly specified),108,95,107,98,96,103,90,103
C=C1CC[C@@H]2[C@]3(C)COC(c4cn[nH]c4-c4ccc(F)cc4)O[C@@H]3CC[C@@]2(C)[C@@H]1C/C=C1/C(=O)OCC1O (stereo partly specified),-39*,-93*,12,-40*,-100*,-45*,45,x
O=C(Nc1ccc(C2=NCCN2)cc1)Nc1ccc(C2=NCCN2)cc1,93,108,81,96,84,92,96,86
COc1ccc(C2=C(C#N)[C@]3(C(=O)Nc4ccc(OC)cc43)c3c(-c4ccccc4)nn(-c4ccccc4)c3N2)cc1,93,71,73,83,88,100,78,71
Cc1ccc(N2CCN(C(N)=S)CC2)cc1Cl,87,78,70,101,94,95,100,97
O=C(Nc1ccc(-c2ccc3c(c2)NC(=O)/C3=C\c2ccc[nH]2)cc1)Nc1cccc(Cl)c1,-53*,-1.5*,-1.2*,-23*,-88*,8.0*,22,-9.3*
CC1(C)CC[C@]2(C(=O)O)CC[C@]3(C)C(=CC[C@@H]4[C@@]5(C)C/C(=C/c6ccccn6)C(=O)C(C)(C)[C@@H]5CC[C@]43C)[C@@H]2C1,94,73,78,93,x,101,92,72
CCO/C=N/C1=C(C#N)C(c2ccc(Cl)cc2)c2c(c3cc(C)ccc3[nH]c2=O)O1 (stereo unspecified),93,87,56,71,87,86,55,83
Cc1nc2cc(O)c(O)cc2cc1Oc1ccc(NC(=O)c2ccc(Cl)c(C(F)(F)F)c2)cc1,95,111,57,72,59,106,107,87
COc1ccc(/C=N/c2n[nH]c(Nc3ccc(OC)cc3)n2)cc1,110,110,103,114,104,99,112,105
Cc1cc2c(s1)CCCC1CC(=O)N(CN3CCN(c4ccccc4F)CC3)N=C21 (stereo unspecified),104,114,93,111,100,110,100,95
OCCOCCN1CCN(C2=Nc3ccccc3Sc3ccccc32)CC1,105&109,107&100,81&102,100&86,100&87,89&95,88&95,100
COc1ccc(-c2nc(-c3nc4cc(C)c(C)cc4[nH]3)c3ccccn23)cc1,59,85,55,36,80,96,91,59
COc1ccc(-c2nnc(NC(=O)Nc3ccc(S(N)(=O)=O)cc3)s2)cc1,105,95,103,103,98,102,104,98
COc1ccc2c3c(ccc2c1)C(=O)/C(=C\O)CC3,100,105,81,102,87,135,x,102
O=C(CN1CCOCC1)Nc1ccc2ncnc(Nc3ccc(OCc4cccc(F)c4)c(Cl)c3)c2c1,88,71,18,71,73,84,100,55
C[n+]1c(/C=C/c2c(O)ccc3ccccc23)ccc2ccccc21,29,28,27,25,-65*,40,56,16
CCn1c(N)c2nnn(-c3ccc(S(N)(=O)=O)cc3)c2nc1=S,92,102,107,105,95,111,98,95
O=c1c2ccccc2nc(COc2ccccc2)n1NCc1ccc(F)cc1,99,109,83,81,94,97,102,81
N#CCC(=O)Nc1ccc(NC(=O)c2ccccc2-c2ccccc2C(=O)O)cc1,97,105,111,109,x,x,97,101
CC1(c2cc(NC(=O)Cc3ccc(F)c(Cl)c3)n(CC3CCCCC3)n2)CC1,115,95,112,104,106,90,100,94
COc1ccc(C2=NN3C(C2)c2cc(Cl)ccc2OC3c2ccncc2)cc1 (stereo unspecified),101,79,67,98,61,98,89,76
Cc1nc(-c2ccc(Cl)cc2)ccc1-c1nnc(SCC(=O)O)o1,115,104,99,98,90,98,101,92

# Screens deposited in PubChem BioAssay by NCI.

# Compounds were not picked by outcome; overall some 11% were active at least once.
